# Source: PubChem BioAssay
# aSyn rescue – qHTS of alpha-syn Inhibitors. Yeast expressing alpha-synuclein, growth rescue, BacTiter-Glo, 24 h. Potency, µM (doses to about 46.1 µM), without a hit: at the highest dose growth rescue (activation), usual class: activators. hit rate 0.14% among 370,000; note: potency is the fitted concentration of half-maximal effect; % of control where 0% means no effect; nearly all actives have a fitted effect of over 65% in size
#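 Readout is rescue of growth in alpha-synuclein-expressing yeast, so inhibitors of toxicity appear as activators. Growth after 24 hr at 30 deg C in galactose medium is quantified by luminescence.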
# Abeta rescue – qHTS for compounds that reverse cellular toxicity of Amyloid beta (A-beta) peptide in yeast: Primary Screen. yeast expressing A-beta42, growth rescue, OD600, 48 h; response scale: 0% DMSO, 100% iron-clioquinol control. Potency, µM (series often up to 46.1 µM), for the others: top-dose growth rescue, actives largely listed as activators. hit rate 0.063% among 410,000; note: potency is the fitted concentration of half-maximal effect; nearly all actives have a fitted effect of over 55% in size
#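 Yeast A-beta toxicity model in growth medium with pinned compounds, 48 h at 30 C; growth read as absorbance at 600 nm. Normalized to FeCl3/clioquinol equimolar mix (positive) and DMSO (negative).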
# PTHR1 ag – qHTS for PTHR1 Agonists: Primary Screen | HEK293 GP2 PTHR1 cells, GloSensor cAMP luminescence, 1 h | Potency, µM (top dose mostly 115 µM), for the others: at the top dose activation, usual class: activators | hit rate 0.075% among 410,000; note: potency is the fitted concentration of half-maximal effect; nearly all actives have a fitted effect of over 55% in size; some results filed as inactive show a strong effect at the top dose; inactives centre near -15; many of its hits are not listed in these tables
# Target sequence (Q03431 whole entry, looked up): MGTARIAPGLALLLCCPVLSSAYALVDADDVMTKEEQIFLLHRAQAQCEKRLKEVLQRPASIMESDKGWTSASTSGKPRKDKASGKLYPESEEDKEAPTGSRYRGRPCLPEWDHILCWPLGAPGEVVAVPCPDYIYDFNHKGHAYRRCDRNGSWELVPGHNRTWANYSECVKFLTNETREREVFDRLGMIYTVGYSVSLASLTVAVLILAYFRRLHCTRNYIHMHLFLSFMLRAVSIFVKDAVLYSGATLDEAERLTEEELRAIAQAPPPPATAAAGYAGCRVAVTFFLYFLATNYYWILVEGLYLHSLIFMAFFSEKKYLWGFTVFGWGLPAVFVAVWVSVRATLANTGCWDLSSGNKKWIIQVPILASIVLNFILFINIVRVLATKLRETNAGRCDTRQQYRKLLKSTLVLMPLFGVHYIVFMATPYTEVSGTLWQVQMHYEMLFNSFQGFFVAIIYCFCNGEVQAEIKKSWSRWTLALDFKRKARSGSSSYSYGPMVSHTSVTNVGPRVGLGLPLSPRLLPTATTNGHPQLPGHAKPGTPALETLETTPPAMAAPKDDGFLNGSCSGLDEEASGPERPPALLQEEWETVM
#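 HEK-293-derived GP2 cells expressing PTHR1 and a GloSensor cAMP reporter, 3,000/well, plated overnight, given luciferin plus IBMX (each 0.5 mM as added) for 1 h at 37 °C, then compound for 1 h at 37 °C. Luminescence was read after 15 min at room temperature.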
# MmCpn inh – Inhibitors of TCP-1 ring complex (TRiC) of Methanococcus maripaludis (MmCpn): qHTS | Chaperonin Mm-Cpn (Methanococcus maripaludis) | purified Mm-Cpn ATPase, ADP Transcreener TR-FRET | Potency, µM (highest dose often 76.9 µM), for the others: top-dose activity, negative = inhibition, actives largely listed as inhibitors | hit rate 0.031% among 330,000 | AID 504842, 2011; note: potency is the fitted concentration of half-maximal effect; % is set by controls: 0 for no effect and ±100 for the full control effect; nearly all actives have a fitted effect of over 80% in size
#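 Inhibition of chaperonin ATP hydrolysis is measured as reduced ADP production, detected by competitive TR-FRET in which signal falls with ADP. Final enzyme 25 nM and ATP 10 uM, reacted 30 min at 37°C.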
# GLP1R cytotox – qHTS of GLP-1 Receptor Inverse Agonists: Cytotox Screen; HEK293 cAMP-luciferase reporter cells, luminescence, 24 h; Potency, µM (doses to about 38.3 µM), for inactives: at the top dose activity change, negative = inhibition, actives largely listed as inhibitors; AID 624418, 2012; hit rate 0.13% among 410,000;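 note: loss of luciferase light is scored as toxicity; potency is the fitted concentration of half-maximal effect; % is set by controls: 0 for no effect and ±100 for the full control effect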
#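 Seeding density was 200 cells/uL; after overnight-length (12 h) culture, 23 nL compounds went on for 24 h at 37 °C. Readout used a luciferase detection reagent, luminescence taken after 12 min at room temperature.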
# FUS yeast rescue – qHTS for Suppressors of FUS Proteinopathy: Primary screen using FUS-linked yeast assay; S. cerevisiae FUS-expressing, growth rescue, OD600, 24 h; Potency, µM (highest dose often 76.6 µM), for inactives: at the highest dose growth rescue (activation), usual class: activators; hit rate 0.24% among 390,000; AID 1347120, 2019;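 note: potency is the fitted concentration of half-maximal effect; plate controls were DMSO vehicle for no effect and reference control for full effect; nearly all actives have a fitted effect of over 55% in size; some results filed as inactive show a strong effect at the top dose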
#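 FUS-expressing yeast, raffinose-pregrown, induced in 2% galactose minimal medium at OD 0.005; compounds in a dilution series, 24hr at 30C. Growth restoration read as absorbance at 600 nm. CP55940 positive control, DMSO negative.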
# Akt phos inh – HTS Assay for Inhibitors of Akt Phophorylation: Primary Screen | Neuro2A IGF-stimulated pAkt S473 HTRF, 20 min; active compounds read low | activity change, % for hits at 50 µM | hit rate 0.32% among 360,000 | AID 651550, 2012; in the data active = activity change below about -80%; inconclusive = mostly about -51% to -80%; note: % is set by controls: 0 for no effect and ±100 for the full control effect
#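 Single-point screen (50 µM final compound) in Neuro2A cells stimulated 20 min with 6 nM IGF at 37 deg C. After lysis, Ser473-phosphorylated Akt read by HTRF (ex 330 nm, em 615/665 nm) as the 665/615 ratio.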
# TDP43 rescue – qHTS of TDP-43 Inhibitors | hit rate 1.8% among 410,000 | Potency, µM (doses to about 46.1 µM), inactives show at the top dose growth rescue (activation), usual class: activators | TDP-43 expressing yeast growth rescue, BacTiter-Glo, 24 h; note: potency is the fitted concentration of half-maximal effect; % of control where 0% means no effect; nearly all actives have a fitted effect of over 50% in size
#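 Luminescence from BacTiter-Glo reports growth of TDP-43-expressing yeast after 24 hr at 30 deg C with compound. Cells were raffinose-pregrown to mid-log, then seeded in galactose medium at OD600=0.02.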
# GLP1R inv ag – qHTS of GLP-1 Receptor Inverse Agonists (Inhibition Mode); AID 624417, 2012; hit rate 1.6% among 410,000; Potency, µM (series often up to 38.3 µM), without a hit: at the highest dose activity change, negative = inhibition, usual class: inhibitors; HEK293 GLP-1R CRE-luciferase, luminescence, 24 h; GLP-1R form is constitutively active; Glucagon-like peptide 1 receptor (Homo sapiens), P43220; note: potency is the fitted concentration of half-maximal effect; % is set by controls: 0 for no effect and ±100 for the full control effect; nearly all actives have a fitted effect of over 55% in size
# Target sequence (P43220 whole entry, looked up): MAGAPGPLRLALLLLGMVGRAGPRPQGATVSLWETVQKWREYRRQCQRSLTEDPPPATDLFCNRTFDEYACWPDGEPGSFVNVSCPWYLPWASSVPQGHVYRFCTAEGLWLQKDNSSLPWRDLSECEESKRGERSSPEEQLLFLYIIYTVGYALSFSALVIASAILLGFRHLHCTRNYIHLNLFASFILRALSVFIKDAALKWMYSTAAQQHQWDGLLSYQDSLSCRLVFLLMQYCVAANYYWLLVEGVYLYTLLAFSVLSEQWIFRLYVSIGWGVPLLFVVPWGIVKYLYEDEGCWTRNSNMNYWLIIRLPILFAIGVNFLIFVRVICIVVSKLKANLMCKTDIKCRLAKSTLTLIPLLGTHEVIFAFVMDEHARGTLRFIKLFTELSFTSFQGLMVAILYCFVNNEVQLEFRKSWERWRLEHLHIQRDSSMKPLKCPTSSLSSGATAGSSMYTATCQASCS
#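 HEK293 cells stably co-expressing constitutively active GLP-1R and a cAMP-responsive luciferase reporter were seeded in DMEM with 10% Nu serum, given compounds after 12 h, and incubated 24 h at 37 deg C. Luminescence was then read.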
# * marks the source's active call; other numbers are inactive results; i = inactive; ? = inconclusive; · = no result given; [ ] = remark or other dose. Unless noted, calls come from the whole dose curve; as a rule, active = well fitted curve in the direction sought with a large enough effect; inconclusive = small, poorly fitted or top-dose-only effect, or another doubt; inactive = no such curve, though single readings can be large; an effect the other way counts as inactive or inconclusive.
# Every second line gives: GLP1R cytotox	Akt phos inh	TDP43 rescue	PTHR1 ag	Abeta rescue	FUS yeast rescue	MmCpn inh	aSyn rescue	GLP1R inv ag
Cc1ccc(S(=O)(=O)NCCCCC(NC(=O)OC(C)(C)C)C(=O)O)cc1 (stereo not given) (tested in a mixture with another compound)
    -5.7%	i	3.6%	i	-10.7%	-12.0%	?	-3.9%	-1.6%
Cc1ccc(S(=O)(=O)N2CCN(c3ccccc3)CC2)c(C)c1
    -3.9%	i	14.4%	-27.1%	-3.0%	15.5%	2.2%	-0.3%	?
Cc1ccc(C(=O)C(C)OC(=O)CCN=C2NS(=O)(=O)c3ccccc32)cc1 (stereo not given)
    3.5%	i	2.1%	-13.0%	-2.6%	11.2%	-0.8%	5.5%	2.0%
C=CCOc1ccc(C2/C(=C(\O)c3ccc4c(c3)OCCO4)C(=O)C(=O)N2CCCN2CCOCC2)cc1 (stereo not given)
    -9.8%	i	7.8%	25.2%	17.5%	13.2%	-1.6%	?	26.2%
O=C(NCc1cccc(F)c1F)C1CCC(=O)N(C2CC2)C1 (stereo not given)
    -12.2%	i	9.9%	?	6.0%	5.5%	-6.3%	-3.1%	12.9%
CC(/C=C/c1ccccc1)=N\NC(=O)CSc1ccccn1
    3.5%	i	-24.6%	-46.2%[inhibitor]	-6.4%	7.7%	1.2%	-7.7%	10.0%
Cc1nn(-c2ccccc2)c2nc(=O)n(-c3ccccc3)cc12
    6.3%	i	7.1%	-6.1%[57.5 µM]	4.2%	-5.9%	-0.8%	-16.9%	3.2%
CS(=O)(=O)Nc1ccc(S(=O)(=O)Nc2nccs2)cc1
    -3.8%	?	12.3%	5.6%[57.5 µM]	5.8%	19.8%	-1.5%	-3.8%	3.5%
O=C(CCN1CCN(Cc2ccccc2)CC1)NNC(=O)Cc1ccc(Cl)c(Cl)c1
    -12.2%	i	-13.5%	i	14.5%	37.5%	1.2%	0.4%	?
CCCCOC(=O)/C(=C/C=C/c1ccccc1)NC(=O)c1ccccc1
    -0.9%[7.66 µM]	i	20.6%[9.22 µM]	-29.0%	-12.4%	4.1%	0.6%	-4.0%	-8.0%[7.66 µM]
CC(C)(C)c1cc(C(=O)NCCCn2ccnc2)cc(C(C)(C)C)c1
    15.3%	i	0.0%	-19.6%	4.0%	10.8%	2.1%	1.9%	?
CC(=O)c1cccc(Nc2c3c(nc4ccccc24)CCC3)c1
    10.2%	i	-11.9%	-2.8%	-1.3%	0.8%	-0.1%	-4.3%	?
COc1cc(OC)cc(C(=O)Nc2ccc3oc(-c4ccc(Cl)cc4)nc3c2)c1
    2.1%	·	17.4%	-24.4%	-4.4%	-19.6%	·	·	-0.4%
CSc1nc(N(C)NC(=O)c2ccccc2)c2ccccc2n1
    ?	i	6.6%	-9.8%[57.5 µM]	19.2%	-5.7%	-1.5%	?	?
O=C1OCC2=C1C(c1ccccc1)CC(=O)N2c1ccc(F)cc1 (stereo not given)
    -6.4%	i	-3.3%	i	-4.4%	-11.8%	-3.9%	1.2%	7.4%
O=[N+]([O-])c1ccc(S(=O)(=O)NCCc2ccncc2)cc1
    -10.0%	i	-3.9%	-30.4%[inhibitor]	-3.2%	2.8%	-0.4%	0.9%	6.8%
CCOc1ccc(OCC(=O)OCc2cc(=O)n3cc(Br)ccc3n2)cc1
    1.3%	i	-4.8%	-23.7%	-2.0%	21.1%	-1.4%	8.1%[1.84 µM]	11.4%
CCOC(=O)C1CCCN(C(=O)c2ccc3c(c2)N(Cc2cccc(Cl)c2)C(=O)c2ccccc2S3(=O)=O)C1 (stereo not given)
    -0.5%	·	19.8%	-7.2%	0.8%	33.7%	·	·	-14.3%
O=C(c1ccc(CS(=O)c2ccccc2Cl)o1)N1CCOCC1 (stereo not given)
    -5.3%	i	-3.9%	i	13.5%	-2.7%	0.0%	-3.7%	-0.5%
CCOc1ccccc1NC(=O)CN1C(=O)COc2ccc(S(=O)(=O)Nc3ccccc3)cc21
    -16.5%	·	10.3%	-7.8%	-6.6%	?	·	·	?

# 3 records drawn at random from the list so far:
# Every second line gives: GLP1R cytotox	Akt phos inh	TDP43 rescue	PTHR1 ag	Abeta rescue	FUS yeast rescue	MmCpn inh	aSyn rescue	GLP1R inv ag
CSc1nc(N(C)NC(=O)c2ccccc2)c2ccccc2n1
    ?	i	6.6%	-9.8%[57.5 µM]	19.2%	-5.7%	-1.5%	?	?
O=C(NCc1cccc(F)c1F)C1CCC(=O)N(C2CC2)C1 (stereo not given)
    -12.2%	i	9.9%	?	6.0%	5.5%	-6.3%	-3.1%	12.9%
O=C(CCN1CCN(Cc2ccccc2)CC1)NNC(=O)Cc1ccc(Cl)c(Cl)c1
    -12.2%	i	-13.5%	i	14.5%	37.5%	1.2%	0.4%	?

# (more compounds)
# Every second line gives: GLP1R cytotox	Akt phos inh	TDP43 rescue	PTHR1 ag	Abeta rescue	FUS yeast rescue	MmCpn inh	aSyn rescue	GLP1R inv ag
O=C(O)c1ccc(CSCc2ccccc2F)o1
    12.8%	i	-0.2%	i	-4.4%	-5.0%	-1.0%	-0.1%	-6.9%
CCOCCCNC(=S)NCCc1ccccc1
    -12.7%	i	13.5%	i	14.2%	-20.3%	1.0%	-10.3%	0.1%
c1cncc(-c2nnc3sc(-c4ccco4)nn23)c1
    -13.6%	i	-32.8%[inhibitor]	?	-23.7%	22.3%	1.3%	-1.2%	0.0%
COc1cccc(C(=O)NC2CC3CCCC(C2)N3CC(=O)Nc2ccccc2)c1 (stereo not given)
    -29.4%	i	7.8%	-7.7%[57.5 µM]	-14.0%	3.4%	-0.1%	-0.8%	?
N#Cc1ccc(C(=O)OCC(=O)Nc2cccnc2Cl)cc1
    -0.9%	i	4.4%	i	-0.6%	-10.7%	1.0%	-0.3%	4.3%
Nc1sc(-c2ccccc2)cc1C(=O)NCCc1c[nH]c2ccccc12
    -19.7%	i	21.4%	-13.7%	1.9%	19.8%	·	23.1%	?
Cc1ccc(NC(=O)CSc2nc(C)cc(C)c2C(=O)Nc2cccc(C)c2)cc1
    -12.3%	·	23.2%	i	8.4%	9.4%	·	·	-25.2%
Cc1ccc(-c2cn3c(n2)sc2cc(C(=O)NC4CCCc5ccccc54)ccc23)cc1 (stereo not given)
    0.2%	·	?	i	-0.5%	0.0%	·	·	37.4%[activator]
Cc1ccnc(NC(=O)CCC(=O)N(CC(=O)NCC2CCCO2)Cc2ccc(F)cc2)c1 (stereo not given)
    2.6%	i	0.2%	i	-5.7%[9.22 µM]	-34.5%	0.2%	0.4%	-8.9%
CCOC(=O)c1c(C)cc(=O)oc1C
    -12.9%	i	-12.9%	5.4%[57.5 µM]	-5.4%	-15.8%	-0.3%	-12.9%	3.8%
CC(C)c1ccc(N(CC(=O)NCc2ccc(F)cc2)C(=O)c2snc(C(N)=O)c2N)cc1
    74.3%[activator]	i	-13.3%	-9.0%	-14.5%	-12.8%	-8.0%	-1.5%	?
CCN1CCN(c2c(Cl)cccc2NC(=O)c2ccc([N+](=O)[O-])cc2)CC1
    -20.1%	i	3.0%	i	-8.7%	-4.8%	-1.8%	2.6%	-3.2%
CCc1nc(N)c(C#N)c(-c2ccco2)c1C
    2.1%	i	23.0%	-2.6%	-9.9%	·	-2.0%	8.4%	97.5%[activator]
NC(=O)c1cc(S(=O)(=O)NC2CCCCC2)co1
    -0.1%	i	10.0%	-3.2%[57.5 µM]	-13.5%	10.6%	0.1%	-7.3%	0.0%
CC1(c2ccccc2Cl)NC(=O)N(CC(=O)c2ccc3c(c2)OCO3)C1=O (stereo not given)
    -0.3%	i	13.3%	i	4.2%	-5.2%	-2.7%	6.8%	31.1%[activator]
O=C(COc1ccc(Cl)cc1Cl)c1ccc[nH]1
    1.7%	i	?	-0.7%	17.2%	-6.9%	-0.2%	4.0%	?
COCC(C)n1c(C)cc(C(=O)COC(=O)CNC(=O)c2ccccc2)c1C (stereo not given)
    1.7%	i	-18.9%	i	-5.3%	-7.1%	3.3%	-1.6%	0.4%
CCNC(=S)N(CCCO)Cc1cc2cc3c(cc2[nH]c1=O)OCCO3
    -7.1%	i	-8.5%	i	1.3%	9.6%	0.5%	-1.5%	29.0%
Cc1cccc(OCc2nnc(NC(=O)c3cccs3)s2)c1
    0.6%	i	1.5%	i	-8.0%	21.8%	?	-5.0%	-0.3%
Cc1ccc(S(=O)(=O)NCCC(=O)Oc2ccc3ccc(=O)oc3c2)cc1
    184.5%[activator]	i	-0.7%	i	27.8%	-17.8%	-7.2%	-1.1%	-6.4%
CCC(=O)Nc1ccc2c(c1)nc(CN1CCN(C(C)=O)CC1)n2C
    -6.2%	i	0.9%	i	3.6%	11.3%	1.0%	-8.9%	20.6%
CCSc1cc(N2CCCC2)nc(-c2ccc(F)cc2)n1
    5.6%	i	-3.5%	-7.0%[57.5 µM]	3.6%	-13.1%	0.6%	-9.0%	-7.9%

# Not all compounds are listed; count on the stated rates, not on these rows.
